Bioassay records as filed in PubChem BioAssay.
FAS TE block = inhibitors of human fatty acid synthase thioesterase domain. P49327. recombinant FAS-TE, OMFH fluorogenic substrate, fluorescence endpoint. inhibition, % at 15 µM. actives 0.67% (n = 360,000). AID 602261;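 active = compounds whose normalised, plate-corrected inhibition of enzyme fluorescence in the single-dose primary screen is 50% or more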;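 also: 0% = DMSO with enzyme and 100% = substrate without enzyme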
Target sequence (P49327 whole entry, looked up, the tested form may be a part): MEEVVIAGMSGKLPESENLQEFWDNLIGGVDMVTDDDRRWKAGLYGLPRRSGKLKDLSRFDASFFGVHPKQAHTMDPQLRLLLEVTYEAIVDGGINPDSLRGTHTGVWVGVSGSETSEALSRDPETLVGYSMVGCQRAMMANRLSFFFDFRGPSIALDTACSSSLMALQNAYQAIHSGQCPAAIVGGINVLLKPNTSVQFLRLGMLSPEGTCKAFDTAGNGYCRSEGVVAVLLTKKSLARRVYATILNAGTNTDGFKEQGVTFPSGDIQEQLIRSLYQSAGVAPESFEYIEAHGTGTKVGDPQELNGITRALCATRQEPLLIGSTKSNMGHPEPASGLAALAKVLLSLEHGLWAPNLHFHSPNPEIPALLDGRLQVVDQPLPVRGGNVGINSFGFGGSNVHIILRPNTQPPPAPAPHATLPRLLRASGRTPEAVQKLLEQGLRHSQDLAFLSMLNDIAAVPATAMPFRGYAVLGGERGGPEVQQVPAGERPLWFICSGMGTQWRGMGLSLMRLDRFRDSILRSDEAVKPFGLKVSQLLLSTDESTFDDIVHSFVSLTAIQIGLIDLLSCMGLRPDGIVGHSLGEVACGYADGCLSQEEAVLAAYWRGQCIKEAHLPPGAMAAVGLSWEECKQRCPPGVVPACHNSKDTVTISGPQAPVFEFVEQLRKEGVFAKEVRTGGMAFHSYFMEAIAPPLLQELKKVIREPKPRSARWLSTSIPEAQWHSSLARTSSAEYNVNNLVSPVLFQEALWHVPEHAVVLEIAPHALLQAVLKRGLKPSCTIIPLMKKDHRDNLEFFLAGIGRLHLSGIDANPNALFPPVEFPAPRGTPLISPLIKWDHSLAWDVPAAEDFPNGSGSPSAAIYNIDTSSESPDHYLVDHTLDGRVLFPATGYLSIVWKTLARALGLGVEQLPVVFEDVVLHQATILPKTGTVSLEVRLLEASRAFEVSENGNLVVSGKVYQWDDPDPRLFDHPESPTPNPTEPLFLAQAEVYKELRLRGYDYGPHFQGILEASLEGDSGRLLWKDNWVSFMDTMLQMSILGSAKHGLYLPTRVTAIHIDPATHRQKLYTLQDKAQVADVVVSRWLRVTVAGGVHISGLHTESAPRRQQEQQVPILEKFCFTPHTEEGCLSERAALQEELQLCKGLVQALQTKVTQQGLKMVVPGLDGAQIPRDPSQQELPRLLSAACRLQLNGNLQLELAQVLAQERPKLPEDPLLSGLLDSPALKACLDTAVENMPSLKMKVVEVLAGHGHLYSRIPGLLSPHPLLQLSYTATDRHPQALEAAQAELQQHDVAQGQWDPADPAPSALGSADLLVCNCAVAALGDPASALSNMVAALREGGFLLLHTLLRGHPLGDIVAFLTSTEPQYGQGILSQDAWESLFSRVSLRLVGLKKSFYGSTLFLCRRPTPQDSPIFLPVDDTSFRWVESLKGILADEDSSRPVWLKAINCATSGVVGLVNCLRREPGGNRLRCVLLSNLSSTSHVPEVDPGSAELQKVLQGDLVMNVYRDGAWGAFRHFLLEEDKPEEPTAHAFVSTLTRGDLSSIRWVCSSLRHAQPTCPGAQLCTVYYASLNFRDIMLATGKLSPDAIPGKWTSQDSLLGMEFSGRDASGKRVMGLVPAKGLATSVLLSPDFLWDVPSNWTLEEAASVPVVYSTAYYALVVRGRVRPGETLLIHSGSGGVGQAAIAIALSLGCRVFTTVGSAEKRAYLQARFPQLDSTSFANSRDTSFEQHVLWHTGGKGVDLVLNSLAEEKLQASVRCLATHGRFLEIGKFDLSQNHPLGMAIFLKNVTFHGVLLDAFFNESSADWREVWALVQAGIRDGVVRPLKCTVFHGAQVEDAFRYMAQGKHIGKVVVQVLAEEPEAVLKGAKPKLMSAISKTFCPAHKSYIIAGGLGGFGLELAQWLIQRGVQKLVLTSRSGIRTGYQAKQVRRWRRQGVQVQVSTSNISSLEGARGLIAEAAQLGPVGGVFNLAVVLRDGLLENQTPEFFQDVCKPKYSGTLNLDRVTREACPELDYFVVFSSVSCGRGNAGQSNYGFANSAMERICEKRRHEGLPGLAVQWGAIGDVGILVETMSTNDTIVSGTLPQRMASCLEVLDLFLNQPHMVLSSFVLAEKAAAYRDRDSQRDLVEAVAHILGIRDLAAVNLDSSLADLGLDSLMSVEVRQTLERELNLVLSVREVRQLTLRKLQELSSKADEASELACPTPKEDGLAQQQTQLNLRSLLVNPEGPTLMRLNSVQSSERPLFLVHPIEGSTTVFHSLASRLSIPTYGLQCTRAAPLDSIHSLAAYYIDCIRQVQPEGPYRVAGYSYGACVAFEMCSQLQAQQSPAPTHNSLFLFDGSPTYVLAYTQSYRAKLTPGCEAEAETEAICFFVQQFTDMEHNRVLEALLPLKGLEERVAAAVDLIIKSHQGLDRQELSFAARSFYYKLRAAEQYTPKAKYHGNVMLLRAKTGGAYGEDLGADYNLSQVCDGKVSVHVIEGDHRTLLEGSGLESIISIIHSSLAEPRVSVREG
SKN-1 inh = C. elegans SKN-1 inhibition; actives 0.49% (n = 360,000); C. elegans VP596 Pgst-4::GFP/RFP ratio, acrylamide-induced, 24 h; inhibition, % at 21.8 µM;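 active = interference check ratio from 0.5 to 1.5 plus GFP to RFP signal ratio inhibition reaching or exceeding a fixed threshold, cut at about 30% in these data, passing the limit was not always enough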; also: some compounds called inactive have numbers as strong as hits
Rin1 Abl inh = blocks binding of human Rin1 to Abl; TR-FRET Rin1/Abl binding, biochemical; inhibition, % at 7.35 µM; actives 0.4% (n = 360,000); AID 588664; in the data active = inhibition above about 5%, passing the limit was not always enough
MT1-MMP act inh = inhibitors of human MT1-MMP activation; GFP/RFP ratio change, % at 20 µM; HT1080 RFP-PRO-GFP cells, GFP/RFP ratio fluorescence, overnight; percent of plate control window, DMSO zero; actives 0.061% (n = 360,000);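 active = GFP/RFP ratio change of at least 30% with cell ATP level not reduced by more than half and red fluorescence within 50% of control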; also: strong numbers were not always called active
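Assay system: HT1080 RFP-PRO-GFP cells. Benchmarks: DMSO vehicle wells and RFP-L50D-GFP reporter cell wells. Times: overnight cell settling, then overnight compound exposure, 37 °C, 5% CO2. Compound: 20 µM single dose, 1% DMSO. Read-out basis: GFP/RFP fluorescence ratio.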
Neddyl block = inhibitors of human cullin neddylation; P61081+Q13564; TR-FRET cullin neddylation, biochemical; calls only at 25 µM; actives 0.58% (n = 360,000); AID 651699; in the data active = inhibition above about 36%
bovine MsrA act = activators of bovine methionine sulfoxide reductase A | AID 602163 | activation, % at 10.6 µM | purified bovine MsrA, absorbance read-out | actives 0.3% (n = 360,000); in the data active = activation above about 7.5%;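 also: 0% = vehicle and 100% = reference activator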
E coli Lon inh = inhibitors of E. coli Lon protease. P0A9M0. purified E. coli Lon protease, fluorescence polarization. inhibition, % at 7.94 µM. actives 0.42% (n = 360,000); in the data active = inhibition above about 13%, passing the limit was not always enough;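 also: 0% = enzyme with probe and DMSO and 100% = no enzyme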
CendR NRP1 mod = NRP-1/CendR interaction modulation. FAM-RPARPAR peptide binding to NRP-1, fluorescence polarization. AID 602438. actives 0.85% (n = 360,000). inhibition, % at 25 µM;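 active = inhibition or corrected inhibition above about 18%, plus a signal ratio from 0.5 to 1.5, limit read from the data, passing the limit was not always enough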; also: strong numbers were not always called active
MsrA inhibitor = inhibits bovine methionine sulfoxide reductase A | inhibition, % at 15.5 µM | AID 651718 | purified bovine MsrA, absorbance read-out | actives 0.75% (n = 360,000); in the data active = inhibition above about 4.5%;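 also: 0% = vehicle wells with enzyme and 100% = reference inhibitor wells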
* hit, by the source's call; i = inactive; . = not tested or not shown.

nr	Structure	FAS TE block	SKN-1 inh	Rin1 Abl inh	MT1-MMP act inh	Neddyl block
1	Cc1ccccc1-c1noc(-c2ccc(Cl)cc2)n1	-2	3	-1	2	i
2	O=C(Nc1cccc([N+](=O)[O-])c1)c1ccc(-c2ccccc2)cc1	-3	4	-5	10	i
3	Cc1cc2nc(C3CCN(CC4COc5ccccc5O4)CC3)[nH]c2cc1C (centres undefined)	3	7	-5	12	i
4	CCOC(=O)c1c(C)[nH]c(C(=O)COC(=O)c2oc3ccccc3c2C)c1C	-7	0	-3	11	i
5	CCOC(=O)c1c(C)[nH]c(C(=O)N(C)CC(=O)Nc2ccc(OCC)c(OCC)c2)c1C	-5	-2	-1	2	i
6	Cc1ccc(S(=O)(=O)C2(C(=O)NCc3ccc4c(c3)OCO4)CC2)cc1	-3	-8	3	-5	i
7	O=C(CN1C(=O)c2ccc([N+](=O)[O-])cc2C1=O)Nc1cc(S(=O)(=O)N2CCOCC2)ccc1Cl	3	-18	-5	-2	i
8	CSc1ccc(Cn2c(C)c(C(=O)NCc3ccccc3C(F)(F)F)sc2=O)cc1	22	13	1	0	i
9	Cc1cccc(NC(=S)NC2CCCCC2)n1	2	0	4	1	i
10	Cc1cc(C(=O)NCC(c2ccco2)N2CCCC2)c2ccccc2n1 (centres undefined)	-8	6	0	-5	i

nr	bovine MsrA act	E coli Lon inh	CendR NRP1 mod	MsrA inhibitor
1	-1	9	15	0.1
2	0	0	2	-0.7
3	0	-15	12	-0.4
4	-2	-5	-16	-1.6
5	0	-2	2	0.1
6	-6	-6	-1	1.8
7	-1	7	-13	1.0
8	-4	-6	-1	0.7
9	3	5	15	-1.1
10	-3	-5	-13	0.6

Later entries
nr	Structure	FAS TE block	SKN-1 inh	Rin1 Abl inh	MT1-MMP act inh	Neddyl block
11	O=S1(=O)CC(N2CCC(Cc3ccccc3)CC2)CN1C1CCCCC1 (centres undefined)	9	7	4	5	i
12	OCCN(Cc1cccnc1)Cc1ccccn1	-2	4	-4	0	i
13	CN(CC(=O)Nc1ccc([N+](=O)[O-])cc1Br)Cc1c(F)cccc1Cl	31	-3	0	-3	i
14	COc1ccc(S(=O)(=O)N(CC(=O)NCC2CCCO2)Cc2ccccc2)cc1C (centres undefined)	-3	1	-1	-1	i
15	CCn1c(SCC(=O)N/N=C/c2ccccc2OCC(=O)O)nnc1-c1ccc(OC)cc1	-8	8	0	3	i
16	CCOC(=O)C1CCCN(S(=O)(=O)Cc2ccccc2)C1 (centres undefined)	-8	7	-1	2	i
17	Cc1ccc(C)c(Cn2cnc3c(nnn3-c3ccc(F)cc3)c2=O)c1	-3	-1	-3	-7	i
18	Cc1coc2cc3oc(=O)c(CC(=O)N4C[C@H]5C[C@@H](C4)c4cccc(=O)n4C5)c(C)c3cc12	0	7	-6	7	.
19	CCOc1ccc(S(=O)(=O)NCCC(=O)NCC(c2ccco2)N2CCCCC2)cc1 (centres undefined)	-4	-11	3	2	i
20	CCc1nnc(NC(=O)/C=C/c2ccc(C)o2)s1	-6	6	-1	1	i

nr	bovine MsrA act	E coli Lon inh	CendR NRP1 mod	MsrA inhibitor
11	0	-6	11	0.8
12	1	4	-23	-0.5
13	-6	4	-3	0.3
14	0	-3	7	-1.3
15	-2	1	2	0.9
16	-3	1	-13	1.1
17	-14	-9	5	-0.9
18	0	-7	0	1.3
19	-7	0	6	-0.8
20	-9	-3	-3	5.5*

Going on with the list:
nr	Structure	FAS TE block	SKN-1 inh	Rin1 Abl inh	MT1-MMP act inh	Neddyl block
21	CC(=O)Oc1ccc2c(c1)OC(c1ccccc1)CC21CC(C)(C)NC(=O)N1 (centres undefined)	-4	5	0	0	i
22	CC1CCN(C(=O)CNS(=O)(=O)c2ccc(Br)s2)CC1	-7	-1	4	1	i
23	COc1ccc(Nc2nc(N)c(C(=O)c3ccc(F)cc3)s2)cc1	12	27	-2	-8	i
24	CCc1cccc2c(C(=O)COC(=O)c3ccc(O)cc3)c[nH]c12	-6	13	0	7	i
25	CCN(C(=O)Cn1cc(C(F)(F)F)ccc1=O)c1c(N)n(Cc2ccccc2)c(=O)[nH]c1=O	-1	-19	2	3	i
26	O=C(Cc1ccccc1[N+](=O)[O-])Nc1ccc2c(c1)OCO2	-1	0	2	2	i
27	Cc1occc1C(=O)N1CCCC(Nc2ccc(F)cc2)C1 (centres undefined)	-3	-10	-2	1	i
28	Cc1c(CCC(=O)O)c(=O)oc2cc3oc4c(c3cc12)CCCC4	3	-4	2	5	.
29	OC1CCCCC1	-3	-4	1	-3	i
30	COc1cc(/C=N/O)cc(Br)c1OCc1ccc(Cl)cc1	-3	-16	0	-3	i

nr	bovine MsrA act	E coli Lon inh	CendR NRP1 mod	MsrA inhibitor
21	0	-10	-1	0.5
22	-8	3	-2	0.8
23	0	2	1	0.6
24	-4	1	-7	1.2
25	-6	-10	6	0.2
26	-7	-8	-4	0.5
27	-1	-4	6	-0.9
28	-5	-4	-8	-1.0
29	-3	4	-4	1.2
30	1	-6	0	1.8

The list goes on.
nr	Structure	FAS TE block	SKN-1 inh	Rin1 Abl inh	MT1-MMP act inh	Neddyl block
31	CCOCC(=O)Nc1ccc(S(=O)(=O)N2CCOCC2)cc1	-3	6	2	-2	i
32	Cc1ccc(NC(=O)Cn2nc(C)c3ccccc3c2=O)cc1	-4	-9	0	-1	i
33	COc1ccc(Cl)cc1NS(=O)(=O)c1cn(C)nc1C	0	-12	2	-1	i
34	CC(C)Oc1ccc(CN2CCC(n3nccc3NC(=O)C3CC3)CC2)cc1	-7	7	-1	4	i
35	COc1cccc(NC(=O)Cc2nnc(SCC(=O)NC3CCCCC3)n2C)c1	-2	-6	4	2	i
36	CCn1c(/C=C/c2ccccc2C)nc2ccccc2c1=O	12	14	-9	6	i
37	O=C(Nc1ccncc1)c1cccc(S(=O)(=O)N2CCOCC2)c1	-11	12	-3	-3	i
38	COc1ccc(Cl)cc1N1Cc2ccccc2C1	6	-17	-1	-15	i
39	COCCNC(=O)c1c(N)n(/N=C/c2cccs2)c2nc3ccccc3nc12	3	-2	-1	-2	.
40	COc1cccc(CNS(=O)(=O)c2ccc3c(c2)CC(C)N3C(C)=O)c1 (centres undefined)	-7	-4	4	-2	i

nr	bovine MsrA act	E coli Lon inh	CendR NRP1 mod	MsrA inhibitor
31	-3	-8	10	-0.1
32	-2	0	10	0.4
33	-1	-2	7	-1.2
34	-3	0	-6	1.5
35	-7	11	7	-0.6
36	1	-16	-3	1.7
37	-5	2	9	-0.9
38	-3	-1	0	0.7
39	-14	-9	-5	-0.2
40	-2	0	-4	-0.6

Quoted at random: 7 compounds from above.
nr	Structure	FAS TE block	SKN-1 inh	Rin1 Abl inh	MT1-MMP act inh	Neddyl block
31	CCOCC(=O)Nc1ccc(S(=O)(=O)N2CCOCC2)cc1	-3	6	2	-2	i
32	Cc1ccc(NC(=O)Cn2nc(C)c3ccccc3c2=O)cc1	-4	-9	0	-1	i
35	COc1cccc(NC(=O)Cc2nnc(SCC(=O)NC3CCCCC3)n2C)c1	-2	-6	4	2	i
36	CCn1c(/C=C/c2ccccc2C)nc2ccccc2c1=O	12	14	-9	6	i
38	COc1ccc(Cl)cc1N1Cc2ccccc2C1	6	-17	-1	-15	i
34	CC(C)Oc1ccc(CN2CCC(n3nccc3NC(=O)C3CC3)CC2)cc1	-7	7	-1	4	i
40	COc1cccc(CNS(=O)(=O)c2ccc3c(c2)CC(C)N3C(C)=O)c1 (centres undefined)	-7	-4	4	-2	i

nr	bovine MsrA act	E coli Lon inh	CendR NRP1 mod	MsrA inhibitor
31	-3	-8	10	-0.1
32	-2	0	10	0.4
35	-7	11	7	-0.6
36	1	-16	-3	1.7
38	-3	-1	0	0.7
34	-3	0	-6	1.5
40	-2	0	-4	-0.6

(listing goes on)
nr	Structure	FAS TE block	SKN-1 inh	Rin1 Abl inh	MT1-MMP act inh	Neddyl block
41	CC(=O)Nc1cc(=O)c2cccnc2[nH]1	-6	-4	5	-12	i
42	CC(C)[C@H](NC(=O)c1ccccc1F)C(=O)Nc1nc2c(s1)CCCC2	-3	5	2	0	i
43	O=C1CN(C(=O)c2ccccc2)c2ccccc2N1	-9	-11	-3	3	i
44	COC(=O)c1cccc(NC(=O)CSc2nnnn2C)c1	-3	-5	-2	1	i
45	Cc1occc(=O)c1OCc1ccc(Cl)cc1Cl	-6	9	2	-1	i
46	COc1cc(/C=C/C(=O)OC2CC3CCC2(C)C3(C)C)ccc1O (centres undefined)	29	9	1	1	.
47	O=C(Nc1ccccc1)c1ccc(NCC2CCCO2)c([N+](=O)[O-])c1 (centres undefined)	-6	9	-2	8	i
48	N/C(=N\O)c1cn(Cc2ccccc2Cl)c2ccccc12	-157	9	1	3	i
49	CC1CCCC(C)N1C(=O)c1cc(-c2ccco2)on1 (centres undefined)	-3	-4	-1	0	i
50	COC(=O)C(C)n1cnc2c(nnn2-c2ccc(F)cc2)c1=O (centres undefined)	-3	-9	-2	1	i

nr	bovine MsrA act	E coli Lon inh	CendR NRP1 mod	MsrA inhibitor
41	0	-9	11	1.3
42	-11	13	13	-1.1
43	-8	-1	-10	1.3
44	3	1	-4	-0.7
45	-4	-1	3	-0.5
46	-1	2	0	-0.7
47	-4	-2	-12	0.2
48	1	3	14	-0.1
49	-14	-17	4	-1.4
50	1	-5	-9	0.9

(list continues)
nr	Structure	FAS TE block	SKN-1 inh	Rin1 Abl inh	MT1-MMP act inh	Neddyl block
51	COc1ccc(N2CCOCC2)c(NC(=O)COc2cccc(C)c2)c1	15	23	-2	-1	i
52	COc1ccccc1N(CC(=O)NCCSCc1ccco1)S(=O)(=O)c1ccccc1	6	-8	2	0	i
53	CCC1CCCCN1CCCNC(=O)CN1C(=O)COc2ccccc21 (centres undefined)	-8	2	-4	2	i
54	CC(C)C(NS(=O)(=O)c1ccc2c3c(cccc13)C(=O)N2)C(=O)O (centres undefined)	-4	9	-2	-2	.
55	NS(=O)(=O)c1cccc(NC(=O)CN2C(=O)C(=O)N(Cc3ccccc3)C2=O)c1	-1	-7	1	5	i
56	COC(=O)CCCC1=CC2=C(c3ccccc3)C(=O)C(C)(OC(=O)C3CCCC3)C(=O)C2=CN1CC(C)C (centres undefined)	-4	4	-2	-6	i

nr	bovine MsrA act	E coli Lon inh	CendR NRP1 mod	MsrA inhibitor
51	1	-6	-2	-1.5
52	-2	-8	8	-1.6
53	-3	-2	12	0.2
54	4	-3	-31	2.0
55	-4	4	-13	-0.2
56	-1	9	28*	0.2
